Screening data from PubChem BioAssay.
All columns: NCI-60 one-dose screen, growth in % after 48 h at 10 µM unless noted; 100 = growth as untreated, 0 = no growth, -100 = all killed.
HL-60(TB) = HL-60(TB) leukemia cells; 78,000 compounds, 9% hits; active = growth percent below 10
* hit, by the source's call; & = joins results of further samples; [ ] = remark or other dose.

SMILES	HL-60(TB)
O=C(O)C1CCN(S(=O)(=O)c2ccc(-c3ccccc3)cc2)CC1	46
COc1c2c(cc3c1C(C)=NC(C)C3)OCO2 (stereo unspecified)	100
N#Cc1cnc2cc(OC[C@H](O)CO)c(NC(=O)CC3CSSC3)cc2c1Nc1ccc(OCc2cccc(F)c2)c(Cl)c1	-83*
CS(=O)(=O)c1ccc(C(=O)N/N=C/c2ccccc2)cc1	40
NS(=O)(=O)c1cccc(NCCC(=O)c2ccccc2)c1	100
CCOC(=O)c1cnc2ccc(Br)cc2c1Nc1cccc(S(N)(=O)=O)c1	100
Cc1ccc2cc(-c3nc4ccccc4o3)c(Cl)nc2c1Cl	95
Cc1ccc(/C=N/c2n[nH]c(Nc3ccccc3)n2)cc1	96
COc1ccccc1NC(=O)c1cccc(-c2cc(=O)c3c(O)c(OC)c(OC)cc3o2)c1	91
CC(C)(C)NCC(O)COc1cccc2c1CCCC2=O (stereo unspecified)	107
NS(=O)(=O)c1ccc(N/C=C/C(=O)c2cc3ccccc3oc2=O)cc1	100
O=C1CNN=C(CCC(=O)c2nc3ccccc3[nH]2)N1	108
CSc1nc(N)c(C(=O)N(c2ccccc2)c2ccccc2)s1	82
O=C(/C=C/c1cccc(Cl)c1Cl)Nc1ncc(Cc2ccccc2Cl)s1	-3.1*
Cc1occc1-c1nc2s/c(=C\c3cn(-c4ccccc4)nc3-c3ccccc3)c(=O)n2n1	102
Nc1ccn(CCOc2nc(Oc3ccccc3C(=O)O)cc(-c3ccco3)n2)c(=O)n1	87
CC(C)N(CCOC(=O)c1cc(I)cc(-c2ccccc2)c1O)C(C)C	111
Oc1ccccc1/C=C1/CCc2cc3ccccc3[o+]c21	96
N#Cc1ccccc1NC(=O)c1cc2cc(Nc3nc(-c4ccccc4)nc4ccccc34)ccc2oc1=O	97
CCOC(=O)c1c2ccncc2n2c(=O)n(-c3cccc(C)c3)nnc12	79
CC(C(=O)N1CCN(C(=O)Nc2ccccn2)CC1)c1ccc(Nc2ccnc(C(F)(F)F)c2)cc1 (stereo unspecified)	109
COC(=O)[C@H]1O[C@@H](n2cnc3c(=O)[nH]c(N)nc32)[C@H](O)[C@@H]1O	102
OC(c1ccccc1)(c1ccccc1)c1ccc2ccccc2c1	109
C#CCn1c2c(c3ccccc31)C[C@]1(C)[C@H]3C(=O)C=C4[C@@H]5C[C@@](C)(C(=O)OC)CC[C@]5(C)CC[C@@]4(C)[C@]3(C)CC[C@H]1C2(C)C	103
CN1C(C)(C)CCCC1(C)C	81

Some of the entries so far, as comma-separated lines.
mol,HL-60(TB)
NS(=O)(=O)c1ccc(N/C=C/C(=O)c2cc3ccccc3oc2=O)cc1,100
O=C1CNN=C(CCC(=O)c2nc3ccccc3[nH]2)N1,108
CSc1nc(N)c(C(=O)N(c2ccccc2)c2ccccc2)s1,82

Next part
SMILES	HL-60(TB)
FC(F)(F)c1ccccc1I	93
O=C(CN1CCN(c2cc(=O)n(-c3ccccc3)c3ccccc23)CC1)Nc1ccc(Cl)cc1	59
Cn1cc(-c2noc(-c3cn(C)c4ncccc34)n2)c2cc(Cl)ccc21	80
S=C1SCC(COc2ccc(Cl)cc2)S1 (stereo unspecified)	104
CC(C)C1(c2ccsc2)NC(=O)NC1=O (stereo unspecified)	133
N#CCCOCCOC(=O)Nc1cccc(Cl)c1	98
O=c1c2ccccc2nnn1-c1ccccc1	113
O=C(O)CSc1ccc(NC(=O)Nc2ccccc2F)cc1	89
COCC(C)OC(=O)COc1ccccc1 (stereo unspecified)	111
Nc1c(C(=O)N/N=C\c2ccc(OC(F)F)c(Oc3ccccc3)c2)cnn1CC(O)c1ccccc1 (stereo unspecified)	101
Cc1cc(-c2cc(OC(=O)c3ccccc3)ccc2Cl)cc2nnc(Nc3ccc(OCCN4CCCC4)cc3)nc12	116
CN(C)P(=O)(Oc1ccccc1)N(C)C	92
CNS(=O)(=O)c1c(N)ncn1C	92
CSC(=Nc1cccc(C)c1)NC#N	93
CC1=C2[C@@H](CC1)[C@]1(C)O[C@@](C3CCNCC3)(C[C@H]1OC(=O)CO)[C@H]2OC(=O)/C=C/c1ccccc1	97
O=C(CCNC(=O)OCc1ccccc1)NC(CSCc1ccccc1)C(=O)O (stereo unspecified)	104
C#CCOc1ccc2ncnc(N3CCC(NC(=O)CCl)CC3)c2c1	69[8.25 µM]
CSC(=S)N/N=C(\C)c1ccccn1	-12*
CC1=C2C(=O)[C@H]3[C@@H](CC=C4C[C@@H](O)CC[C@@]43C)[C@@H]2CC[C@]12O[C@@H]1C[C@H](C)CN[C@H]1[C@H]2C	115
COC1(CC[C@@H](C)COC2OC(CO)C(O)C(O)C2O)O[C@H]2C[C@H]3[C@@H]4CC=C5C[C@@H](OC6OC(CO)C(OC7OC(C)C(O)C(O)C7O)C(O)C6OC6OC(C)C(O)C(O)C6O)CC[C@]5(C)[C@H]4CC[C@]3(C)[C@H]2[C@@H]1C (stereo partly specified)	27
Cc1cccc(NC(=O)c2c(N)c3cc4c(nc3n2C)CCCC4)c1C	67
O=C1C(=Nc2cccc(Cl)c2)CC(c2ccc(Cl)cc2)N1c1ccc(Cl)cc1 (stereo unspecified)	109
O=C(CNC(=O)c1cccc2ccccc12)Nc1ccccc1Cc1ccccc1	-16*[5 µM]
CC1C(c2ccccc2)OCCN1C(=S)Nc1ccc(S(=O)(=O)N2CCCCC2)cc1 (stereo unspecified)	89
CC(=O)c1c(C)nc2ccccc2c1/C=C/c1cccc(C)c1	28

4 entries from above, field by field:
> Cc1cccc(NC(=O)c2c(N)c3cc4c(nc3n2C)CCCC4)c1C
  HL-60(TB): 67
> Nc1c(C(=O)N/N=C\c2ccc(OC(F)F)c(Oc3ccccc3)c2)cnn1CC(O)c1ccccc1 (stereo unspecified)
  HL-60(TB): 101
> Cn1cc(-c2noc(-c3cn(C)c4ncccc34)n2)c2cc(Cl)ccc21
  HL-60(TB): 80
> O=C(O)CSc1ccc(NC(=O)Nc2ccccc2F)cc1
  HL-60(TB): 89

The results go on:
SMILES	HL-60(TB)
Nc1ncnc2ocnc12	81
Cc1ccc(NC(=O)N=Nc2c(O)[nH]c3ccccc23)c(C)c1	35
NNC(=O)Oc1c(Cl)cc(Cl)cc1[N+](=O)[O-]	98
O=C1N=C(c2ccccc2)S/C1=C\c1ccc2c(c1)OCO2	111
Clc1ncccn1	85
COc1ccc(OC)c(C2C(C#N)=C(N)N(c3ccc(F)cc3)C3=C2C(=O)CC(C)(C)C3)c1 (stereo unspecified)	94
Fc1ccc(N2COOC3(OOC2)C2CC4CC(C2)CC3C4)cc1	74
Nc1cccc(CC(N)C(=O)O)c1 (stereo unspecified)	106
C=C(C)[C@@H]1CC=C2c3sc(Nc4ccc(OC(F)(F)F)cc4)nc3C[C@@H](C)[C@]2(C)C1	86
COc1ccc(CN2CCc3c(nc(N)nc3Sc3ccc(Cl)cc3)C2)c(OC)c1	116
CC(=O)C1CCC2C3CCC4CC(O)CCC4(C)C3C(=O)CC12C (stereo unspecified)	98
Cc1cc2cc3c(C)cc(=O)oc3c(C)c2o1	99&49
CCCCCOC(=O)N1CCCCC1CCC (stereo unspecified)	108
Cc1ccc(N(C(=O)C2CCCCN2)C(C(=O)NC(C)(C)C)c2ccc(Cl)cc2)cc1 (stereo unspecified)	96
COc1cccc(-c2nn(-c3ccccc3)cc2-c2ccnc(NCCCNC(=O)c3cccc(C(F)(F)F)c3)c2)c1	7.4*
COc1cc(/C=C2\C=C(c3ccc(F)cc3)N(Cc3ccccc3)C2=O)cc(OC)c1OC	76
C=C1CC[C@H]2[C@@](C)(CCC3OC(c4ccc(OCc5cn(CC6OC(OC)C(OCc7ccccc7)C(OCc7ccccc7)C6OCc6ccccc6)nn5)cc4)OC[C@]32C)[C@@H]1/C=C/C1=CCOC1=O (stereo partly specified)	102
N#C/C(=C\c1ccc(F)cc1)c1nc(N)nc(Nc2ccc(S(N)(=O)=O)cc2)n1	93
CC1C(c2ccccc2)OCCN1C(N)=S (stereo unspecified)	98
Clc1cccc(Cl)c1C(Cl)Cl	100
CC(C)Cc1ccc(-c2ccc(=O)n(-c3ccc(S(N)(=O)=O)cc3)n2)cc1	104
COc1cccc(-c2ccc(/C=N/NC(=O)c3[nH]c4ccc(Br)cc4c3-c3ccccc3)s2)c1	-28*
CN(C)c1ccc(/C=N\Nc2cc(=O)[nH]c3ccc(Cl)cc23)cc1	98
CCC(CCCN(CC)CCc1ccccc1)OC(=O)c1cc(OC)c(OC)c(OC)c1 (stereo unspecified)	95
CC(=O)CC(C)(C)NNC(N)=S	103
(cont.)
SMILES	HL-60(TB)
CCCCCCCCCCCC(C)O (stereo unspecified)	100
Nc1ccc(C(=O)NC(CCC(=O)O)C(=O)O)cc1 (stereo unspecified)	89
Clc1cc(Cl)c(OCCBr)cc1Cl	107
C=CCn1c(=S)[nH]c2c(Cl)cc(Cl)cc2c1=O	102
CC1=CC2(C)C(C3C(C)=CC2(C)C(=O)C3(C)O)C(C)(O)C1=O (stereo unspecified)	94
CC(=O)CC(=O)Nc1nc2ccccc2s1	87
CCN1C(=O)N(CC)C2C1NN=C1SC(c3ccccc3)=CC(=O)N12 (stereo unspecified)	-2.5*
CC1OCC2OC(O)C(O)C(O)C2O1 (stereo unspecified)	106
O=C(CCCCl)NNc1nccc(Nc2ccc(S(=O)(=O)Nc3ccncc3)cc2)n1	127
Nc1c(C(=O)Nc2ccccc2)sc2nc3c(cc12)CCC3	61
NS(=O)(=O)c1ccc(Nc2nc(O)c(/C=C3\C=Nc4ccccc43)s2)cc1	95
COc1cnc2c(c1)C(=O)c1c-2n(CCCN2CCCC2)c(=O)c2cc(F)ccc12	-29*
CC1(C)CC[C@]2(C(=O)N3CCCNCC3)CC[C@]3(C)C(=CC[C@@H]4[C@@]5(C)CCC(=O)C(C)(C)[C@@H]5CC[C@]43C)[C@H]2C1	104
C1=C\CCCCN2CC[C@H]3[C@H](CCCC/C=C\CCCN4C[C@@H](CCCCC/1)C[C@@H]3C4)C2	-36*
N#Cc1c(-c2cccs2)cc(-c2cnccn2)nc1SCC(=O)NNC(=S)Nc1ccc(F)cc1	122
CC(CC(=O)c1ccccc1)=NCCCN=C(C)CC(=O)c1ccccc1	111
CCCCCC1(C)NC(C)(C)CO1 (stereo unspecified)	99
O=C(Nc1cccc(-n2cc(-c3ccncc3)c(-c3ccc(O)c(Cl)c3)n2)c1)c1ccc2c(c1)OCCO2	57
COc1ccc(/C(C)=N/N=C2C(=O)N(C)c3ccc(Cl)cc32)cc1S(N)(=O)=O	84
CSc1ccc(C)cc1	93
Cc1cc(C)c(C#N)c(SCC(=O)c2sc3c(C#N)c(C)cc(C)[n+]3c2[O-])n1	-39*
CN(C)C(=O)OC(c1ccc(Cl)cc1)c1ccccn1 (stereo unspecified)	97
O=C(CCc1nc2c(=O)[nH]c(=S)[nH]c2[nH]c1=O)Nc1ccc(C(=O)O)cc1	107
CC(=O)c1ccc(N2C(=O)[C@H]3CC=CC[C@H]3C2=O)cc1	82
O=S(c1ccc(Cl)cc1)c1ccc(Cl)cc1	77

A different layout for part of the listing above.
compound | HL-60(TB)
CC1OCC2OC(O)C(O)C(O)C2O1 (stereo unspecified) | 106
NS(=O)(=O)c1ccc(Nc2nc(O)c(/C=C3\C=Nc4ccccc43)s2)cc1 | 95
CSc1ccc(C)cc1 | 93

New compounds follow
SMILES	HL-60(TB)
N[C@H](C[C@H]1CC(Br)=NO1)C(=O)O	94
CC1CC(c2ccccc2)C(=O)CN1C (stereo unspecified)	103
O=c1/c(=C/c2ccccc2Cl)sc2nc(-c3ccccc3)nn12	67
CCCSC1=NC2C(N(CC)C(=O)N2CC)N1/N=C/C=C/c1ccccc1 (stereo unspecified)	73
C=CCn1c(SCC(=O)Nc2ccc(C(=O)/C=C/c3cc(OC)c(OC)c(OC)c3)cc2)nnc1-c1cc(-c2ccc(OC)cc2)nc2ccccc12	96
CSc1nc2c(c(=O)n1C)C1(C(=O)N(Cc3ccccc3)c3ccccc31)c1c(nc(SC)n(C)c1=O)N2	73
Cc1c(CCO)cc(-c2ccc(Cl)cc2)n1-c1ccccc1	104
COc1ccc2c(O)cc3c(c2c1)[C@H](CCl)CN3C(=O)c1cc2cc(NC(=O)CCN3CCOCC3)ccc2[se]1	66
CN(C(=O)CSC(N)=O)c1ccccc1	97
Nc1ccc([N+](=O)[O-])cc1N	91
CCOC(=O)n1ncc2c(Nc3ccc(NC(C)=O)cc3)ncnc21	101
C#C[C@](C)(O)CC	104
CC(O)CN(Cc1cc(O)c(CN(CC(C)O)CC(C)O)cc1O)CC(C)O (stereo unspecified)	98
Nc1ccc2c(c1)C(=O)c1cccc(Cl)c1-2	101
COc1ccc(-c2cc(C(F)F)c3c(N)c(C(=O)c4ccc5c(c4)OCO5)sc3n2)cc1	96
CS(=O)(=O)c1ccc(-c2nn(-c3ccc(F)cc3)cc2/C=N/NC(=O)c2ccccc2)cc1	117
CC(=O)Nc1ccc(-n2cnc3cc(-c4ccc(O)cc4)ccc32)cc1F	-10*
CC[C@H](C)[C@H](NC(=O)[C@H]1CCCCN1C)C(=O)N(C)[C@H](C[C@@H](OC(C)=O)c1cccc(C(=O)N[C@@H](Cc2ccccc2)C[C@H](C)C(=O)OC)n1)C(C)C	-43*
CCN(CC)N=Nc1ccc2c(cnn2C(=O)Nc2ccc(Cc3ccccc3)cc2)c1	41
Nc1nc2c(c(=O)[nH]1)C(c1ccccc1)C=C(C(=O)O)N2 (stereo unspecified)	100
C/C(=N\N=C1/NC(=O)C(CC(=O)O)S1)c1nnn(-c2ccc([N+](=O)[O-])cc2)c1C (stereo unspecified)	97
Cc1c(O)ccc(SC#N)c1C	101
Cc1ccc(C(=O)C2CC2)cc1C	72
C#CCOc1ccccc1C(Nc1ccc([N+](=O)[O-])cc1)c1nnnn1C1CCCCC1 (stereo unspecified)	68
CNC(=O)c1cc(Oc2ccc3nc(NC(=O)c4cc(Cl)cc(Cl)c4)sc3c2)ccn1	31

Not all compounds are listed; count on the stated rates, not on these rows.
